Screening results from PubChem.
Vif-A3F inh = qHTS for Inhibitors of Vif-A3F Interactions: qHTS | HeLa A3F-eYFP + Vif (tagged APOBEC3F with the HIV-1 protein that degrades it), YFP fluorescence increase | Potency, µM (series often up to 46.1 µM), for the others: top-dose activity, negative = active | actives 0.2% (n = 390,000); note: potency is the fitted concentration of half-maximal effect; % of control where 0% means no effect; nearly all actives have a fitted effect of over 65% in size
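HeLa cells stably expressing A3F-eYFP plus Vif, plated and incubated overnight at 37 deg C, then exposed to compounds overnight at 37 deg C. Blocked degradation read as raised yellow fluorescence (Ex 488/Em 500-530).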
mIDH1 inhibitor = qHTS for Inhibitors of mutant isocitrate dehydrogenase 1 (IDH1): qHTS; Isocitrate dehydrogenase [NADP] cytoplasmic (Homo sapiens), O75874; IDH1-R132H enzyme, NADPH consumption, diaphorase/resazurin fluorescence; Potency, µM (series often up to 76.6 µM), inactives show at the highest dose activity change, negative = inhibition, actives largely listed as inhibitors; actives 0.093% (n = 390,000); AID 602179, 2012; note: potency is the fitted concentration of half-maximal effect; % is set by controls: 0 for no effect and ±100 for the full control effect; nearly all actives have a fitted effect of over 65% in size
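IDH1-R132H (0.5 ug/mL dispensed) in pH 7.5 Tris buffer was preincubated 30 min with compound, then given a substrate mix of 0.016 mM NADPH and 2 mM alpha-KG for 80 min at room temperature; remaining NADPH was read by diaphorase/resazurin fluorescence.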
rTrxR1 inhibitor = qHTS Assay for Inhibitors of Mammalian Selenoprotein Thioredoxin Reductase 1 (TrxR1): qHTS; Thioredoxin reductase 1, cytoplasmic (Rattus norvegicus), O89049; recombinant rTrxR1, NADPH fluorescence consumption, selenite substrate; Potency, µM (top dose mostly 114 µM), inactives show at the highest dose activity change, negative = inhibition, usual class: inhibitors; actives 1% (n = 390,000); AID 588453, 2011; note: potency is the fitted concentration of half-maximal effect; % is set by controls: 0 for no effect and ±100 for the full control effect; nearly all actives have a fitted effect of over 65% in size
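Rat TrxR1 (90 nM in the dispensed reagent) was pre-reduced with 400 uM NADPH for 5 min at room temperature, then incubated with compound for 15 min. After 400 uM selenite was added, NADPH fluorescence (Ex 340/Em 450 nm) was followed for 8 min.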
TrxR1 substrate = qHTS Assay for Substrates of Mammalian Selenoprotein Thioredoxin Reductase 1 (TrxR1): qHTS. Thioredoxin reductase 1, cytoplasmic (Rattus norvegicus), O89049. purified TrxR1 substrate turnover, NADPH consumption readout. Potency, µM (top dose mostly 114 µM), for inactives: at the top dose activity change, negative = substrate turnover. actives 0.01% (n = 390,000); note: potency is the fitted concentration of half-maximal effect; % is set by controls: 0 for no effect and ±100 for the full control effect; nearly all actives have a fitted effect of over 50% in size
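Rat TrxR1, dispensed at 90 nM, was prereduced with 400 uM NADPH (final) for 5 min at ~22 deg C, then incubated with compound 15 min before 400 uM selenite. A first-read NADPH fluorescence drop versus no-compound background flagged substrates.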
USP1 inh = Inhibitors of USP1/UAF1: Primary Screen | AID 743255, 2014 | Potency, µM (series often up to 57.1 µM), for the others: top-dose activity change, negative = inhibition, usual class: inhibitors | actives 0.23% (n = 390,000) | recombinant USP1/UAF1, Ub-Rhodamine cleavage fluorescence; note: potency is the fitted concentration of half-maximal effect; % is set by controls: 0 for no effect and ±100 for the full control effect; nearly all actives have a fitted effect of over 60% in size; inactives centre near -12
Target sequence (O94782 whole entry, looked up): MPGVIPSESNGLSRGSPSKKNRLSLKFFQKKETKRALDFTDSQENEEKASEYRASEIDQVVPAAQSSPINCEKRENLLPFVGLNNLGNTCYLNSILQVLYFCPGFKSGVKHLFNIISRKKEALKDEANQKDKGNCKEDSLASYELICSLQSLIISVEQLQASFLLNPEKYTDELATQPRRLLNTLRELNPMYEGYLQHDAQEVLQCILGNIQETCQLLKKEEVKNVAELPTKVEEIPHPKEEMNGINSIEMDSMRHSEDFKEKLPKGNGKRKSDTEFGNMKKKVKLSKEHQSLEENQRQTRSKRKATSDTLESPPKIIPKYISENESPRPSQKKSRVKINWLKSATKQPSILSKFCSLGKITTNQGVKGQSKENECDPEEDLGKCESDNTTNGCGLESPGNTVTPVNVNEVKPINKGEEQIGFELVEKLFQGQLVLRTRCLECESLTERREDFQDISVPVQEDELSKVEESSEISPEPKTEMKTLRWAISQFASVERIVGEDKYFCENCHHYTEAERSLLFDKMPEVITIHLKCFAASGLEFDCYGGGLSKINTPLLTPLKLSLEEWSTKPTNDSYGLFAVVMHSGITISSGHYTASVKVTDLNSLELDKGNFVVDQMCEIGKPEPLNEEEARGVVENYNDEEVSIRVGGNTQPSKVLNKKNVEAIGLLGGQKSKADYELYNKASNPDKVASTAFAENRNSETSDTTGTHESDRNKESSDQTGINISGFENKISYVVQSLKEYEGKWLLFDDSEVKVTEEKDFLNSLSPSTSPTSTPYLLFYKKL
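High-throughput fluorogenic screen: 1nM USP1/UAF1 complex, Ub-Rho substrate 150nM final, 50mM HEPES pH 7.8 with 0.5mM EDTA, 0.1 mg/ml BSA, 1mM TCEP and 0.01% Tween-20.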
GRP78 ERSR act = qHTS for Inducers of the Endoplasmic Reticulum Stress Response (ERSR) in Human Glioma: qHTS; U87-MG GRP78 promoter luciferase reporter, 16 h; Potency, µM, for the others: at the highest dose activation, actives largely listed as activators; actives 0.02% (n = 420,000); AID 602332, 2012; note: potency is the fitted concentration of half-maximal effect; series mostly up to about 76 µM; % of control where 0% means no effect; nearly all actives have a fitted effect of over 35% in size
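Stably transfected U87-MG human glioma cells carrying a GRP78-based luminescent sensor were seeded at 1000 cells/well, pin-dosed with compounds and incubated 16 h. Luciferase reagent was then added, and end-point luminescence was read after 10 min at room temperature.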
RGS4 inh = Inhibitors of Regulator of G Protein Signaling (RGS) 4: qHTS; Potency, µM (highest dose often 114 µM), for inactives: at the top dose activity change, negative = inhibition, hits mostly inhibitors; Regulator of G-protein signaling 4 (Homo sapiens), P49798; actives 0.039% (n = 390,000); Transcreener GDP fluorescence polarization, RGS4-accelerated GTP hydrolysis; note: potency is the fitted concentration of half-maximal effect; % is set by controls: 0 for no effect and ±100 for the full control effect; nearly all actives have a fitted effect of over 75% in size; some results filed as inactive show a strong effect at the top dose
Target sequence (P49798 whole entry, looked up): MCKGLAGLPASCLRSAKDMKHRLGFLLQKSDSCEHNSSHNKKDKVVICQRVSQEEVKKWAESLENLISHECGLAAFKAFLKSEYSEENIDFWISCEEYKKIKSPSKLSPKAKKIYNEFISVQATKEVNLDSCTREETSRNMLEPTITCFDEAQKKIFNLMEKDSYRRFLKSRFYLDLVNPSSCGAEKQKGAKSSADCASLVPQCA
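MLSMR compounds (23 nl, pin-transferred) preincubated 10 min at room temperature with a 500nM (2x) first reagent, then RGS4 at 900nM (2x) plus Transcreener GDP mix added; fluorescence polarization (620/688 nm) read before and after 90 min at 30 °C.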
Vif-APOBEC3G blk = qHTS for Inhibitors of Vif-A3G Interactions: qHTS; DNA dC->dU-editing enzyme APOBEC-3G (Homo sapiens), Q9HC16; HeLa A3G-eYFP + Vif (tagged APOBEC3G with the HIV-1 protein that degrades it), YFP fluorescence, overnight; Potency, µM (doses to about 46.1 µM), for the others: top-dose activity, negative = active, most hits filed as inhibitors; actives 0.076% (n = 410,000); AID 602310, 2012;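 note: potency is the fitted concentration of half-maximal effect; % is set by controls: 0 for no effect and ±100 for the full control effect; nearly all actives have a fitted effect of over 60% in size; hits raise eYFP signal because A3G escapes Vif-driven loss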
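Read-out is eYFP fluorescence (Ex 488/Em 500-530) from Vif-expressing HeLa A3G-eYFP cells; more signal means A3G escaped Vif-mediated degradation. Cells plated overnight, compound pinned in, incubated overnight at 37 deg C.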
LDHA inh = qHTS assay for inhibitors of human lactate dehydrogenase | L-lactate dehydrogenase A chain (Homo sapiens), P00338 | purified LDHA, NADH/diaphorase-resazurin fluorescence; stronger effect = lower value | activity change, % (values are at about 110 or 230 µM) | actives 0.15% (n = 480,000) | AID 1347041, 2019; in the data active = activity change below about -30%; inconclusive = mostly about -25% to -30%;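 note: plate controls were DMSO wells for no effect and wells without enzyme for full effect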
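Remaining NADH was detected by diaphorase (0.133 mg/mL) converting 37 µM resazurin to fluorescent resorufin, read at 0 and 20 minutes. The preceding 5-minute room-temperature reaction used 2 nM LDHA, 0.2 mM sodium pyruvate and 0.06 mM NADH at pH 7.4.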
* marks the source's active call; other numbers are inactive results; ? = inconclusive; nt = not tested or not shown; & = joins results of further samples; [ ] = another dose, or the depositor's remark. Unless noted, calls come from the whole dose curve; as a rule, active = well fitted curve in the direction sought with a large enough effect; inconclusive = small, poorly fitted or top-dose-only effect, or another doubt; inactive = no such curve, though single readings can be large; an effect the other way counts as inactive or inconclusive. These rows are one share of the data, so the mix of outcomes need not match the whole.

canonical_smiles	Vif-A3F inh	mIDH1 inhibitor	rTrxR1 inhibitor	TrxR1 substrate	USP1 inh	GRP78 ERSR act	RGS4 inh	Vif-APOBEC3G blk	LDHA inh
Cc1ccc(C(C(=O)Nc2ccc3c(c2)OCO3)N(C)C(=O)Cc2c[nH]c3ccccc23)cc1 (stereo not drawn)	13%	-4%	-16%[57.1 µM]	-8%[57.1 µM]	2%	-1%	-1%	-4%	-1
CCC(C(=O)NC1CCCCC1)n1nc(C)c2sc3ccccc3c2c1=O (stereo not drawn)	-5%	-2%	131%[activator]	39%[activator]	?	-4%	16%	-5%	1&-7
O=C(NC1CCCC1)c1cc(=O)[nH]c2ccccc12	-2%	11%	32%	17%	-8%	2%	6%	5%	-8
COc1ccc(C(=O)Nc2nnc(SCC(=O)NCC3CCCO3)s2)cc1OC (stereo not drawn)	5%	8%	5%	6%	-10%	-3%	-4%	0%	0
Cc1nnc(SCC(=O)NCC2CCCO2)n1Cc1ccccc1 (stereo not drawn)	-8%	-10%	-4%	-3%	5%	-2%	26%	1%	0
COc1ccc(-c2csc3ncnc(Nc4ccc(O)cc4)c23)cc1	-10%	-8%	-12%	-13%	-11%	-4%	-6%	2%	3
CCOC(=O)c1cc(S(=O)(=O)N(C)Cc2ccccc2)cn1C	-7%	3%	12%	1%	-22%	0%	4%	-1%	-1
COc1ccc(NC2CCCN(C(=O)c3ccc(CSC)o3)C2)cc1OC (stereo not drawn)	0%	12%	-24%	-10%	-15%	11%	28%[11.4 µM]	0%	6
COc1ccc2c(c1)O/C(=C\c1ccccc1C)C2=O	-5%	-7%	-11%	-12%	-15%	1%	-14%	-24%	-2
COc1ccc(-n2nc3c(N4CCC(C(=O)NCCc5ccccc5C)CC4)nnc(C)c3c2C)cc1	-1%	-4%	19%	19%	-21%	-2%	30%	2%	-5
Cc1ccc(NC(=O)NC2CC(=O)N(c3ccc4c(c3)OCCO4)C2)cc1C (stereo not drawn)	1%	4%	12%	-3%	-1%	-5%	-20%	1%	-7
COC(=O)CCN(Cc1cc(OC)ccc1OC)S(=O)(=O)c1ccccc1Br	2%	2%	8%	2%	-8%	0%	4%	0%	-1
Cc1cc(N(CCO)Cc2ccccc2)n2nc(-c3ccc(C(C)(C)C)cc3)nc2n1	-1%	0%	3%	-4%	-25%	4%	18%	1%	-9
O=C(Nc1c(C(=O)NCc2ccco2)cnn1-c1ccccc1)c1ccc(F)cc1	3%	0%	-18%	-13%	3%	-2%	-17%	2%	0
COC(OC)c1nc(SCC(=O)Nc2cccc(Cl)c2)ncc1C(=O)O	0%	0%	23%	-3%	-9%	-2%	13%	0%	0
Cc1cc(Cl)c2ccc(Cl)cc2n1	-15%	-2%	2%	0%	-19%	0%	8%	1%	-3
Cc1cc(C)n2nc(SC(C)C(=O)NCc3ccco3)nc2n1 (stereo not drawn)	6%	-4%	?	0%	-1%	-2%	14%	1%	-2
Nc1ccc(-c2ncc(-c3ccccc3)o2)cc1	11%	12%	184%[activator]	805%[activator]	0%	-15%	-10%	-2%	-1
CC(=O)Nc1cc(C(=O)NCc2ccco2)ccc1Sc1ccc(C)cc1	-1%	6%	-16%	-5%	-10%	-5%	-8%	-1%	-3
Cc1ccc(CNC(=O)c2c(-c3ccccc3Cl)noc2C)o1	-6%	-17%	-2%[57.1 µM]	3%[57.1 µM]	7%	-3%	-23%	0%	4
Cc1nn(Cc2ccc(Cl)cc2Cl)c(C)c1NC(=O)CCl	-2%	7%	?	12%	-21%	11%	-16%	-15%	-1
O=Nc1c(O)ccc2cc(S(=O)(=O)O)ccc12	-14%	28%	?	-20%	?	-4%	3%	0%	44
CCOC(=O)C1CCCN(C(=O)c2ccc3c(c2)N(C)C(=O)/C(=C/c2ccccc2Cl)S3)C1 (stereo not drawn)	-8%	-15%	4%	-10%	-12%	5%	1%	2%	0
CN(C)c1c(Br)cc(C=O)cc1Br	nt	nt	7%	1%	nt	0%	nt	0%	1
O=C(Nc1ccccc1C(=O)NC(Cc1ccc(O)cc1)C(=O)O)c1ccccc1 (stereo not drawn)	-17%	2%	4%[57.1 µM]	-2%[57.1 µM]	-15%	0%	15%	2%	-10
O=C1NC(=S)SC1=Cc1ccc(Cl)cc1	-17%	-11%	-11%	-5%	-14%	1%	-39%	2%	-9
COc1cccc(N2CCN(C(=O)c3ccc(C)c(NC(=O)c4nsc5ccccc45)c3)CC2)c1	-8%	-14%	17%[57.1 µM]	-4%[57.1 µM]	-13%	2%	-1%	-3%	-3
Cc1cc(NC(=O)c2c(Br)cnn2C)no1	4%	12%	0%	-2%	-20%	-1%	11%	0%	-6
CC(=O)N1CCc2c(sc3c2c(=O)n(CCc2ccccc2)c(=O)n3CC(=O)Nc2ccc(C)c(F)c2)C1	-3%	-8%	22%	-1%	-17%	-1%	3%	-7%	3
Cc1ccc(Oc2nc(C(F)(F)F)nc3ccccc23)cc1	-17%	-3%	2%	-6%	-1%	0%	-5%	-4%	-5
COc1ccc(S(=O)(=O)NCc2ccccc2)cc1	6%	10%	-12%	6%[57.1 µM]	-9%	-1%	10%	0%	-6
C[C@@H]1CN([C@H](C)CO)C(=O)CCCn2nncc2CO[C@H]1CN(C)C(=O)Nc1ccnc(N2CCOCC2)c1	0%	1%	nt	nt	-12%	4%	nt	-4%	-13
O=C(Nc1ccc(Cl)cc1Cl)c1n[nH]c(Cn2cncn2)n1	-4%	0%	10%	4%	-17%	6%	0%	-1%	-1
OCC[C@H]1C[C@@H](O)[C@H](O)[C@]2(CCc3ccccc3CO2)O1	2%	8%	0%	4%	-23%	-3%	-15%	1%	4
CSc1ccc(-c2nnn(CC(=O)Nc3sc4c(c3C#N)CCC(C(C)(C)C)C4)n2)cc1 (stereo not drawn)	-6%	-3%	3%	-3%	-4%	-4%	-10%	3%	4
O=C(CCNc1n[nH]c(=O)[nH]c1=O)N1CCOCC1	5%	-2%	15%	6%	-21%	-1%	6%	0%	-5
CCOc1ccc(C(=O)NCC(=O)N2CCN(c3ccccc3O)CC2)cc1	?	-10%	23%	8%	?	0%	-8%	-1%	-3
Cn1c(=O)[nH]c(=O)c2c1nc(SCC(O)CCl)n2Cc1ccccc1 (stereo not drawn)	2%	0%	16%	0%	-11%	-2%	-12%	0%	-8
Cc1ccc(Cn2c(=O)n(CCc3ccc(Cl)cc3)c(=O)c3ccccc32)cc1	-2%	-5%	-8%[2.29 µM]	4%[2.29 µM]	-2%	0%	11%	-1%	1
Cc1ccc(C(=O)NC2CC(C)(C)NC(C)(C)C2)cc1S(=O)(=O)N1CCOCC1	9%	6%	-9%	-12%	-2%	-2%	13%	0%	-8
COc1cc(C)c(C(=O)CSc2nnc(CNC(=O)c3ccco3)n2C)cc1C	1%	-7%	9%	-1%	5%	-3%	7%	0%	-6
COc1ccc(-c2cn3cc(Br)cnc3n2)cc1	-16%	-2%	6%	-2%	-7%	0%	40%	-4%	-3
COc1ccc(S(=O)(=O)NN(C)C(=O)c2nn(-c3ccccc3)ccc2=O)cc1	-2%	16%	13%[57.1 µM]	3%[57.1 µM]	-4%	3%	5%	1%	-7
O=S(=O)(N/N=C/c1ccc(Cl)cc1)c1ccc(Cc2ncc(C(F)(F)F)cc2Cl)s1	nt	2%	-3%	20%	-22%	-6%	-44%	1%	10
CCCc1nnc(SCc2ccc(OCC)cc2)n1N	1%	5%	17%	3%	-17%	-5%	-7%	1%	-5
CCN(CC(=O)NC(C)(C)C)C(=O)c1ccccc1SCC(=O)NC1CCCCCCC1	-2%	5%	-3%	-6%	-4%	-2%	21%	-3%	-9
CC(C)c1cn(C2OC(COC(=O)c3ccccc3)C(OC(=O)c3ccccc3)C2OC(=O)c2ccccc2)c(=O)[nH]c1=O (stereo not drawn)	0%	nt	24%	2%	nt	-3%	18%	-10%	-2
